Compound activity from PubChem BioAssay.
BAZ2B block: inhibitors of human BAZ2B bromodomain; Q9UIF8; AlphaScreen BAZ2B-H3K14Ac peptide displacement; Potency, µM (doses to about 114 µM), inactives show at the highest dose activity change, negative = inhibition, most hits filed as inhibitors; hit rate 4.4% among 360,000; AID 504333; also: % is scaled to controls: 0 for no effect and ±100 for the full control effect; nearly all actives have a fitted effect of over 60% in size
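In this displacement format the biotinylated H3(5-23) peptide acetylated at Lys14 serves as ligand at 50 nM, with BAZ2B at 50 nM in PBS pH 7.4 containing 0.01% Tween-20. Donor and acceptor beads are 10 ug/mL final.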
G9a inh: blocks human histone lysine methyltransferase G9a; Q96KQ7; G9a H3K9 monomethylation, AlphaScreen, 2 h; Potency, µM (doses to about 102 µM), for inactives: at the highest dose activity, negative = inhibition, most hits filed as inhibitors; hit rate 8.8% among 350,000; also: % is scaled to controls: 0 for no effect and ±100 for the full control effect; nearly all actives have a fitted effect of over 75% in size
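Using a bead-based AlphaScreen, monomethylated H3K9 product from 2 h room-temperature reactions (G9a 20 nM, peptide 500 nM, SAM 20 uM) was detected with 0.5 ug/mL rabbit anti-H3K9me1 antibody.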
POLI inh: inhibitors of human DNA polymerase iota | Q9UNA4 | Pol iota fluorescent replication assay, 10 min | Potency, µM (top dose mostly 115 µM), inactives show at the highest dose activity, negative = inhibition, most hits filed as inhibitors | hit rate 1% among 390,000
Target sequence (Q9UNA4 whole entry, looked up): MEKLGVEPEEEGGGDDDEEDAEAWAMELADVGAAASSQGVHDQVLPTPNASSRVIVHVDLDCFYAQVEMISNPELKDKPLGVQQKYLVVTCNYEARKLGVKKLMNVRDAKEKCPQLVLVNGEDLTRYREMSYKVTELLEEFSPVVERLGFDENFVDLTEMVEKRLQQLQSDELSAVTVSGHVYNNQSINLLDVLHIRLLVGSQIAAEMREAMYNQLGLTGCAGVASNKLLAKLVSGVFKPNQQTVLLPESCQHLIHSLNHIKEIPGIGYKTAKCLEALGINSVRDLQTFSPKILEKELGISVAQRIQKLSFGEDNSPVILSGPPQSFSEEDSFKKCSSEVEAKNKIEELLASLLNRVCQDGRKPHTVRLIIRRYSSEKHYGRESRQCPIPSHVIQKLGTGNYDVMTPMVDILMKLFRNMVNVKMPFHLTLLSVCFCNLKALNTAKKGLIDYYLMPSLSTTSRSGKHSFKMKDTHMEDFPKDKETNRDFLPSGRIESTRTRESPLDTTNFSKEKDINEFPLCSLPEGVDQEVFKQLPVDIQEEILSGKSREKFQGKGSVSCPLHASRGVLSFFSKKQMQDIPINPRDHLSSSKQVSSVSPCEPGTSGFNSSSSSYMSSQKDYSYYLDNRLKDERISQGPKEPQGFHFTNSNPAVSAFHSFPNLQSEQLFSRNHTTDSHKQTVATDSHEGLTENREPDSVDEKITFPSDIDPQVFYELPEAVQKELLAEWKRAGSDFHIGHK
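Fluorescent replication assay read twice, at 0 min and 10 min after adding 50 nM (final) substrate. Enzyme (10 nM) and compounds were first incubated 15 min at room temperature; enzyme-free buffer wells were negative controls.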
APE1 inh: APE1 (human) endonuclease inhibition; P27695; recombinant APE1, TAMRA/BHQ-2 abasic DNA cleavage fluorescence; Potency, µM (series often up to 65.8 µM), for inactives: at the top dose activity change, negative = inhibition, usual class: inhibitors; hit rate 0.35% among 350,000;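 also: plate controls were vehicle for no effect and reference inhibitor for full effect; nearly all actives have a fitted effect of over 55% in size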
Target sequence (P27695 whole entry, looked up): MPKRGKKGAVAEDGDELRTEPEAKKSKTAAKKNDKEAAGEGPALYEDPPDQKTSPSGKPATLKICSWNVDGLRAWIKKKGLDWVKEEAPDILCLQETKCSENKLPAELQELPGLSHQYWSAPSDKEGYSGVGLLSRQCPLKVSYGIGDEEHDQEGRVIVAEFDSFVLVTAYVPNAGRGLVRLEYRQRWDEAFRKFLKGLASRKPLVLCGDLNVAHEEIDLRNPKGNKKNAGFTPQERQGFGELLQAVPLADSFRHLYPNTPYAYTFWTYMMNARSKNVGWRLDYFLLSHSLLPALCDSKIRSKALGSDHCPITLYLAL
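Readout is kinetic fluorescence (ex 525, em 598 nm) from cleavage of 50 nM TAMRA/BHQ-2 THF abasic duplex by 0.75 nM APE1, compound added 15 min beforehand at RT.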
Pol beta inh: DNA polymerase beta (human) inhibition; Pol beta primer extension/strand displacement, fluorescence kinetic; AID 485314; P06746; Potency, µM (top dose mostly 114 µM), without a hit: at the top dose activity change, negative = inhibition, actives largely listed as inhibitors; hit rate 1.3% among 340,000; also: % is scaled to controls: 0 for no effect and ±100 for the full control effect
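Preincubation: enzyme (10 nM) with compound, 15 min, RT. Reaction: substrate added to 50 nM final. Reads: 0 and 10 min. Analysis: normalized, Hill fit.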
POLH inh: blocks human DNA polymerase eta activity | recombinant Pol eta, fluorescent DNA replication assay | AID 588591 | Potency, µM (top dose mostly 114 µM), without a hit: at the highest dose activity change, negative = inhibition, usual class: inhibitors | hit rate 1.2% among 390,000 | Q9Y253; also: % is scaled to controls: 0 for no effect and ±100 for the full control effect
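Fluorescent replication assay: 50 nM final substrate added after a 15 min room-temperature compound preincubation with 10 nM enzyme. Signal taken at 0 min and again at 10 min.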
JMJD2A Tudor: JMJD2A Tudor domain (human) inhibition. O75164. AlphaScreen JMJD2A-Tudor / H3K4me3 peptide binding. Potency, µM (highest dose often 114 µM), inactives show top-dose activity change, negative = inhibition, usual class: inhibitors. hit rate 4.4% among 390,000. AID 504339; also: % is scaled to controls: 0 for no effect and ±100 for the full control effect; nearly all actives have a fitted effect of over 50% in size
BLM inh: Bloom syndrome helicase (human) inhibition; Potency, µM (highest dose often 56.1 µM), without a hit: top-dose activity change, negative = inhibition, usual class: inhibitors; hit rate 0.2% among 350,000; recombinant BLM DNA unwinding, fluorescence dequenching;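 also: plate controls were vehicle for no effect and no enzyme for full effect; nearly all actives have a fitted effect of over 35% in size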
POLK inh: blocks human DNA polymerase kappa activity; purified Pol kappa, fluorescent DNA synthesis assay, 10 min; Q9UBT6; hit rate 0.53% among 400,000; Potency, µM (top dose mostly 107 µM), for inactives: at the top dose activity, negative = inhibition, most hits filed as inhibitors; AID 588579; also: % is scaled to controls: 0 for no effect and ±100 for the full control effect
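Pol kappa 10 nM + cpd, 15 min RT; start w/ substrate 50 nM final; fluorescence kinetic read, 0 and 10 min. Neg ctrl: buffer, no enzyme.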
* hit, by the source's call; & = joins results of further samples; [ ] = dose if it differs, or a comment. Calls follow the shape of the dose curve; as a rule, active = well fitted curve in the direction sought with a large enough effect; inconclusive = small, poorly fitted or top-dose-only effect, or another doubt; inactive = no such curve, though single readings can be large; an effect the other way counts as inactive or inconclusive. Potency is read from the fitted curve at half-maximal effect. These rows are one share of the data, so the mix of outcomes need not match the whole.

`COc1ccc(-c2c(-c3ccc(OCC(=O)NN)cc3O)n[nH]c2C)cc1` gave BAZ2B block -27%, POLI inh -13%, APE1 inh 2%, Pol beta inh 7%, POLH inh -5%, JMJD2A Tudor -31%, BLM inh -9% and POLK inh -9%.
Screening Cc1cccc(NC(=O)c2ccc(COc3ccccc3)o2)n1 returned BAZ2B block -3%, G9a inh 54%, POLI inh 21%, APE1 inh 28%, Pol beta inh 36%, POLH inh -9%, JMJD2A Tudor 1%, BLM inh -3% and POLK inh 0%.
Screening O=C(Nc1cccc([N+](=O)[O-])c1)c1cnccn1 returned BAZ2B block 50µM*, G9a inh 13%[59 µM], POLI inh -47%, APE1 inh 9%, Pol beta inh 40µM*, POLH inh 11µM*, JMJD2A Tudor inconclusive, BLM inh -11% and POLK inh inconclusive.
`CC(C)n1c(SCC(=O)Nc2ccccc2)nc2c1c(=O)n(C)c(=O)n2C` gave BAZ2B block -6%, G9a inh 4%[59 µM], POLI inh 3%, APE1 inh -4%, Pol beta inh 1%, POLH inh -12%, JMJD2A Tudor -2%, BLM inh 1% and POLK inh -16%.
`O=C(CSCc1cccc(Cl)c1)OCc1nc2ccsc2c(=O)[nH]1` gave BAZ2B block -4%, G9a inh inconclusive, POLI inh inconclusive, APE1 inh 1%, POLH inh 11%, JMJD2A Tudor -9% and POLK inh -4%.
Screening Cc1ccccc1NC(=O)CCN1CCN(CCO)CC1 returned BAZ2B block 18%, POLI inh 137%[activator], APE1 inh 2%, Pol beta inh 3%, POLH inh -16%, JMJD2A Tudor -10%, BLM inh 1% and POLK inh 2%.
`Cn1c(N2CCOCC2)c(C#N)c2ccccc21` gave BAZ2B block 2%, G9a inh -9%, POLI inh -3%, APE1 inh 28%, Pol beta inh 2%, POLH inh -11%, JMJD2A Tudor -6%, BLM inh -1% and POLK inh 5%.
Screening COc1ccc(NC(=O)C2Cc3ccccc3CN2C(=O)c2ccco2)cc1 (stereo not given) returned BAZ2B block inconclusive, G9a inh -2%, POLI inh 85%[activator], APE1 inh 5%, Pol beta inh 32%, POLH inh 5%, JMJD2A Tudor -7%, BLM inh -5% and POLK inh -29%.
`Cc1ccc(F)cc1NC(=O)COC(=O)C1CCN(c2ccc(C(F)(F)F)cn2)CC1` gave BAZ2B block 1%, G9a inh inconclusive, POLI inh 24%, APE1 inh 3%, POLH inh -22%, JMJD2A Tudor -3% and POLK inh -9%.
Screening Nc1nc(CSC(=S)N2CCOCC2)nc(Nc2ccccc2)n1 returned BAZ2B block -23%, G9a inh 0%[59 µM], POLI inh 13%, APE1 inh -2%, Pol beta inh 28%, POLH inh inconclusive, JMJD2A Tudor -14%, BLM inh -2% and POLK inh -4%.
`CC(C)n1c(=O)[nH]c(=O)n1C(C)C` gave POLI inh inconclusive, POLH inh 2%, JMJD2A Tudor -8% and POLK inh -6%.
`CCOc1ccc(NC(=O)CCCN2C(=O)C(c3ccccc3)Oc3cccnc32)cc1` (stereo not given) gave BAZ2B block -2%&-2%, G9a inh 17%&-2%[59 µM], POLI inh 47%&52%[activator], APE1 inh -6%, Pol beta inh 2%&22%, POLH inh -25%&2%, JMJD2A Tudor -27%&-22%, BLM inh -2%&-6% and POLK inh -7%&3%.
CC(=O)N/C(=C/c1ccccc1)C(=O)NC(Cc1ccccc1)C(=O)O (stereo not given) was read as BAZ2B block -5%, G9a inh 3%[59 µM], POLI inh -15%, APE1 inh 8%, Pol beta inh 7%, POLH inh -19%, JMJD2A Tudor -7%, BLM inh 2% and POLK inh 2%.
CCc1ccccc1NC(=O)CSc1nc2ccccc2n1CC(=O)N1CCCC1 was read as BAZ2B block 4%, G9a inh 15%[59 µM], POLI inh -11%, APE1 inh -2%, Pol beta inh 3%, POLH inh -7%, JMJD2A Tudor -6%, BLM inh -2% and POLK inh 1%.
COc1ccc(C2=NN(S(C)(=O)=O)C(c3ccc4nccnc4c3)C2)cc1 (stereo not given) was read as BAZ2B block -17%, G9a inh 2%[59 µM], POLI inh -13%, APE1 inh 2%, Pol beta inh -18%, POLH inh -3%, JMJD2A Tudor -5%, BLM inh 0% and POLK inh -7%.
For N#Cc1nc(COc2cccc(Cl)c2)oc1NCCc1ccccc1 the results were BAZ2B block inconclusive, G9a inh inconclusive, POLI inh 6%, Pol beta inh inconclusive, POLH inh -14%, JMJD2A Tudor inconclusive, BLM inh -11% and POLK inh -9%.
For Cc1cc(C)c2sc(NC(=O)c3ccc(S(=O)(=O)N4CCOCC4)cc3)nc2c1 the results were BAZ2B block -2%, G9a inh 3%[59 µM], POLI inh -1%, Pol beta inh -2%, POLH inh -4%, JMJD2A Tudor -3%, BLM inh -9% and POLK inh -7%[60.1 µM].
Screening CCOC(=O)N1CCC(NC(=O)C2=CCN(S(=O)(=O)c3ccc(OC)cc3)CC2)CC1 returned BAZ2B block -5%, G9a inh 1%, POLI inh -6%, APE1 inh 6%, Pol beta inh 30%, POLH inh 2%, JMJD2A Tudor -6%, BLM inh -4% and POLK inh -1%.
COc1ccc(CC(=O)Nc2cccc(C(=O)Nc3cccc(C)c3)c2)cc1 was read as BAZ2B block -1%, G9a inh 20%, APE1 inh -1%, Pol beta inh inconclusive and BLM inh -7%.
Screening O=C(CN1CC(=O)Oc2ccccc21)OCC(=O)c1ccccc1 returned BAZ2B block 13µM*, G9a inh inconclusive, POLI inh inconclusive, APE1 inh -2%, Pol beta inh -2%, POLH inh 2%, JMJD2A Tudor 20µM*, BLM inh -1% and POLK inh -6%.
Screening COc1cc2c(cc1OC)C(C(=O)N(C)Cc1ccccc1)C(c1cccnc1)N(C)C2=O (stereo not given) returned BAZ2B block 3%, G9a inh 2%[59 µM], POLI inh 7%, APE1 inh 7%, Pol beta inh 0%, POLH inh -10%, JMJD2A Tudor -3%, BLM inh -2% and POLK inh -3%.
For CCC1C(=O)NCCN1Cc1nc(-c2ccc(C)s2)oc1C (stereo not given) the results were BAZ2B block -3%, G9a inh -3%, POLI inh 38%[activator], APE1 inh -1%, Pol beta inh -12%, POLH inh -5%, JMJD2A Tudor -12%, BLM inh -1% and POLK inh -7%.
Screening O=C(NCCc1ccccc1)c1ccc(-n2cnnn2)cc1 returned BAZ2B block -8%, G9a inh -20%[12.7 µM], POLI inh -7%, APE1 inh -1%, Pol beta inh 1%, POLH inh -7%, JMJD2A Tudor -16%, BLM inh -1% and POLK inh -19%.
`CC(C)(C)NC(=O)Cn1cc(S(=O)(=O)Cc2ccccc2Cl)c2ccccc21` gave BAZ2B block -1%, G9a inh 2%[59 µM], POLI inh 19%, Pol beta inh -11%, POLH inh -2%, JMJD2A Tudor -10%, BLM inh -2% and POLK inh 1%.
Screening O=C1CSCN1c1cc(Cl)ccc1Cl returned BAZ2B block 6%, G9a inh 37%, POLI inh 51%[activator], APE1 inh -4%, Pol beta inh 4%, POLH inh -8%, JMJD2A Tudor 11%, BLM inh 7% and POLK inh -4%.
CNC(=S)N1N=C(c2ccc(C)cc2)CC1c1ccc(N(C)C)cc1 (stereo not given) was read as BAZ2B block 10µM*, G9a inh 14µM*, POLI inh 168%[activator], APE1 inh -1%, Pol beta inh 2%, POLH inh 3%, JMJD2A Tudor 32µM*, BLM inh -6% and POLK inh -8%.
CCC(=O)Nc1cccc(C(=O)OCC(=O)c2ccccc2Cl)c1 was read as BAZ2B block 6%, G9a inh 38%[0.501 µM], POLI inh 1%, APE1 inh 1%, Pol beta inh 2%, POLH inh -18%, JMJD2A Tudor -1%, BLM inh 0% and POLK inh -5%.
Screening CCCCOc1ccc(N(CC(=O)NC2CCCC2)C(=O)CCC(=O)Nc2ccccn2)cc1 returned BAZ2B block 11%, G9a inh -14%[59 µM], POLI inh -7%, APE1 inh 0%, Pol beta inh 1%, POLH inh -27%, JMJD2A Tudor -10%[11.4 µM], BLM inh 2% and POLK inh -7%.
For Cc1c(Cl)cccc1NC(=S)N(CCCN1CCOCC1)Cc1cccs1 the results were BAZ2B block -7%, G9a inh 17%, POLI inh 97%[activator], APE1 inh -8%, Pol beta inh 7%, POLH inh -13%, JMJD2A Tudor -20%, BLM inh 0% and POLK inh -9%.
`O/N=C/c1ccccc1Oc1ccc(Cl)cc1` gave BAZ2B block -3%, POLI inh -18%, APE1 inh 6%, Pol beta inh 1%, POLH inh -14%, JMJD2A Tudor inconclusive, BLM inh -9% and POLK inh -7%.
`O=C(Cn1nnc(-c2ccccc2Cl)n1)Nc1ccc(Br)cc1` gave BAZ2B block 2%, G9a inh 5%[59 µM], POLI inh -6%, Pol beta inh -18%, POLH inh -9%, JMJD2A Tudor -13%, BLM inh -4% and POLK inh 0%.
`COCCSc1nc(N)c2c3c(sc2n1)CN(C)CC3` gave BAZ2B block -10%, POLI inh -22%, APE1 inh 10%, Pol beta inh 52%[activator], POLH inh 0%, JMJD2A Tudor -17%, BLM inh 7% and POLK inh -17%.
c1ccc(OCCOc2cccc3cccnc23)cc1 was read as BAZ2B block 3%, G9a inh -4%[59 µM], POLI inh 8%, APE1 inh -1%, Pol beta inh 2%, POLH inh -15%, JMJD2A Tudor -9%[57.1 µM], BLM inh -2% and POLK inh -16%.

Pulled by structure from the list above:
CNC(=S)N1N=C(c2ccc(C)cc2)CC1c1ccc(N(C)C)cc1 (stereo not given) was read as BAZ2B block 10µM*, G9a inh 14µM*, POLI inh 168%[activator], APE1 inh -1%, Pol beta inh 2%, POLH inh 3%, JMJD2A Tudor 32µM*, BLM inh -6% and POLK inh -8%.
For Cc1c(Cl)cccc1NC(=S)N(CCCN1CCOCC1)Cc1cccs1 the results were BAZ2B block -7%, G9a inh 17%, POLI inh 97%[activator], APE1 inh -8%, Pol beta inh 7%, POLH inh -13%, JMJD2A Tudor -20%, BLM inh 0% and POLK inh -9%.
`COCCSc1nc(N)c2c3c(sc2n1)CN(C)CC3` gave BAZ2B block -10%, POLI inh -22%, APE1 inh 10%, Pol beta inh 52%[activator], POLH inh 0%, JMJD2A Tudor -17%, BLM inh 7% and POLK inh -17%.
